# High-throughput results (PubChem BioAssay)
# TLR4-MyD88 BLA = blocks binding of human TLR4 to MyD88; HeLa CL3-4 TLR4/MyD88 BLA complementation, FRET ratio; inhibition, % at 8.4 µM; hit rate 0.18% among 200,000; AID 861; in the data active = inhibition above about 25%;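 note: 0% = vehicle and 100% = reference inhibitor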
# Target sequence (O00206 whole entry, looked up): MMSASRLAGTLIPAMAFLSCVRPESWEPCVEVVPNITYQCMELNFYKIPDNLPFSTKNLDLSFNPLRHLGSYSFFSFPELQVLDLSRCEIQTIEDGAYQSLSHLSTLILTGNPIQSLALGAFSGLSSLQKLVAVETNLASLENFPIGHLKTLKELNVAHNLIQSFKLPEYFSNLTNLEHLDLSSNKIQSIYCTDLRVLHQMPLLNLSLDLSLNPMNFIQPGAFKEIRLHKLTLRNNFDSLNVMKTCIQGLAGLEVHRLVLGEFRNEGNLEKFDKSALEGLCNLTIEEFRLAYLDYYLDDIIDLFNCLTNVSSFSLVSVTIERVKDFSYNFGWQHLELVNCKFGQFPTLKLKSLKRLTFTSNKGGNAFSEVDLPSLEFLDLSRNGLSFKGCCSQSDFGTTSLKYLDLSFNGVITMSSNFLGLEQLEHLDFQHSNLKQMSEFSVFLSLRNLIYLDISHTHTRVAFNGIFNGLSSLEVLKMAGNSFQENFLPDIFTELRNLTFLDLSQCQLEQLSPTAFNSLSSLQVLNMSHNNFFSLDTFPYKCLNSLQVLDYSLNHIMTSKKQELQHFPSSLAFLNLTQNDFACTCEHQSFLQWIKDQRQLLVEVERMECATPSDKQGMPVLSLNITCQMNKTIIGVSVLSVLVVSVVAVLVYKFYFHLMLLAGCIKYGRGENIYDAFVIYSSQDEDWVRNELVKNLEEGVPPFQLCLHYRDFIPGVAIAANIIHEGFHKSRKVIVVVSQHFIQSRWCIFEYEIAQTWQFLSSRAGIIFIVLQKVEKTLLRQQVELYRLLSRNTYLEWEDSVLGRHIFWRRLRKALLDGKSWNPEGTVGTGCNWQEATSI
# Target sequence (Q99836 whole entry, looked up): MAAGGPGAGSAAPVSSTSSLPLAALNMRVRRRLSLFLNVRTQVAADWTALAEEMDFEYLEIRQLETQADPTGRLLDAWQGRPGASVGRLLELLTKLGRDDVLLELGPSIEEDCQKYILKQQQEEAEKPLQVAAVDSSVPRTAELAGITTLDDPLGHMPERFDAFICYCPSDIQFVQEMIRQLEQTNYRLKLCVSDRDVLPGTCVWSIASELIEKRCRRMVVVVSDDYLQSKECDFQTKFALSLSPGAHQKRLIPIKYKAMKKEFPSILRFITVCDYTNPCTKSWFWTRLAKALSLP
# Redox H2O2 prof = compounds producing H2O2 with reducing agent – biochemical, NIH compound library profiling, artefact control for MLSCN library redox annotation, primary screen. AID 878. activation, % at 10 µM. hit rate 0.03% among 200,000. DTT-dependent redox cycling H2O2, phenol red/HRP absorbance; 100% = 100 µM peroxide control, 0% = buffer;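 active = activation of at least 50% relative to the plate's high and low controls in the primary single-dose screen; inactive = activation below 50%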;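 note: compound incubated with DTT at 0.8 mM final as the reducing agent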
# STAT1 blocker = inhibitors of IFN-gamma induced STAT1 signaling | NIH 3T3 STAT1-luciferase reporter, luminescence | inhibition, % at 5.5 µM | hit rate 0.35% among 200,000 | AID 920;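 active = inhibition above a set limit, the mean inhibition across all tested compounds plus 3 SD, cut at about 34% in these data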;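 note: 0% = IFN-gamma with DMSO and 100% = IFN-gamma with 300 µM nifuroxazide; values of inactives mirror those of a sister screen read the other way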
# STAT1 act = increases IFN-gamma driven STAT1 reporter signal. NIH 3T3 STAT1-luciferase reporter, luminescence; 100% = IFN-gamma alone, no compound. activation (% of control), % at 5.5 µM. hit rate 2.6% among 200,000. AID 932;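 active = activation above the screen-wide mean activation plus 3 SD, cut at about 130% in these data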;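 note: raw ratio to IFN-gamma control signal so 100% means no change and 0% no light; values of inactives mirror those of a sister screen read the other way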
# Hsp70 activator = transcriptional activators of Hsp70; HeLa Hsp70 promoter luciferase reporter, luminescence; scaled: vehicle 0, proteasome-inhibitor control 100%; activation, % at 10 µM; hit rate 0.04% among 200,000; AID 1203;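 active = activation above the mean across all tested compounds plus 3 SD, cutoff set per campaign, cut at about 5.5% in these data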;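 note: 100% = MG132 at 30 µM as the positive control and 0% = DMSO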
# APP 5'UTR act = APP 5'UTR luciferase reporter activation; SH-SY5Y APP 5'UTR luciferase reporter, luminescence; zero percent = DMSO vehicle wells; activation, % at 2 µM; hit rate 1% among 190,000; AID 1276;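 active = activation above a set limit, based on mean plus 3 SD of controls, cut at about 140% in these data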; note: values of inactives mirror those of a sister screen read the other way
# STAT3 inh = inhibitors of IL-6 induced STAT3 signaling; U3A cells, IL-6 STAT3-luciferase reporter, luminescence; host cell line lacks STAT1; inhibition, % at 5.5 µM; hit rate 0.89% among 190,000; AID 862;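 active = inhibition above the mean inhibition across all screened compounds plus 3 SD, cut at about 44% in these data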;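 note: 0% = DMSO only wells and 100% = 100 µM nifuroxazide control wells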
# STAT3 activator = STAT3 signaling activation | U3A cells, IL-6 STAT3-luciferase reporter, luminescence; 100% = signal with IL-6 EC80 alone | AID 871 | hit rate 0.91% among 190,000 | activation (% of control), % at 5.6 µM;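 active = activation above the screen-wide mean of compound activation plus 3 SD, cut at about 130% in these data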;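 note: 0% = background luminescence of wells with medium and substrate only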
#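 Test system: STAT3-luciferase reporter U3A cells; Detection: reporter luminescence signal; Times: 1 h compound pre-exposure, 6 h IL-6 stimulation, 37 °C; Benchmarks: IL-6-only high control; Also added: IL-6 stimulus at 33 ng/mL final.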
# Efa HMGR inh = blocks class II HMG-CoA reductase of Enterococcus faecalis | inhibition, % at 10 µM | purified E. faecalis HMGR, NADPH absorbance 340 nm kinetic | hit rate 0.41% among 190,000 | AID 1066;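 active = inhibition above a set limit, the median over all tested compounds plus 3 SD, cut at about 9.5% in these data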;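 note: enzyme runs in reverse so mevalonate oxidation gives rising NADPH absorbance; 0% = complete reaction with DMSO and 100% = background rate lacking mevalonate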
# NF-kB expr up = NF-kB expression increase, human neuronal cells | AID 1239 | NF-kB reporter expression; hits give high values | fold change at 12.5 µM | hit rate 1.6% among 190,000; in the data active = fold change above about 3.3
# Numbers without * were called inactive; / = no result given.
SMILES,TLR4-MyD88 BLA,Redox H2O2 prof,STAT1 blocker,STAT1 act,Hsp70 activator,APP 5'UTR act,STAT3 inh,STAT3 activator,Efa HMGR inh,NF-kB expr up
Cc1ccc2cc3cc(C(=O)N4CCN(Cc5ccccc5)CC4)sc3nc2c1,-6,0.2,0,100,-0.2,3,3,103,2,1.3
COC(=O)c1ccc(NC(=O)CSCC(=O)OCC(=O)c2ccc(Br)cc2)cc1,4,0.0,4,97,-0.4,-8,-2,102,-4,0.98
O=c1cc(CSc2ccc(Cl)cc2)nc(N2CCCCC2)[nH]1,-1,2.0,-4,103,0.2,7,11,94,0,1.5
Cc1cc(C)nc(N(C#N)S(=O)(=O)c2ccccc2Cl)n1,-12,-0.5,-1,101,0.0,13,-16,116,-2,1.1
Cc1onc(-c2ccccc2)c1C(=O)NNC(=S)NC(=O)/C=C/c1ccccc1,3,0.1,-9,108,0.1,15,2,101,2,0.96
COc1ccc(OC)c(NC(=O)CSc2nnc(C3CCCCC3)n2-c2ccccc2)c1,-3,-0.2,8,93,-0.4,-13,5,96,-8,0.76
CN1CCc2c(sc(/N=C/c3ccco3)c2C(N)=O)C1,9,0.9,0,100,-0.3,9,19,92,-2,1.1
CCN1CCN(c2ncc(C(=O)Nc3ccccc3C(=O)OC)c3ccccc23)CC1,10,2.0,-11,110,0.0,-15,8,98,-4,0.64
Cn1c(SCC(=O)C(C)(C)C)nnc1-c1cccnc1,-11,-1.2,-3,103,-0.3,14,-2,104,-6,1.1
O=C(CSc1ccc(-c2cccs2)nn1)Nc1ccccc1F,1,-0.9,-4,104,0.1,12,10,93,2,1.3
CC1CCCCN1C(=O)Cc1ccc(F)cc1 (configuration not stated),12,0.0,-3,101,-0.3,0,0,102,-1,1.1
CC(=O)c1c(N)c(C#N)c(C)n1-c1ccc(Br)cc1,-8,-0.2,9,92,0.7,-10,-6,107,-8,0.98
O=C(O)/C=C\C(=O)Nc1ccc(N2CCN(c3ccc(F)cc3)CC2)cc1,2,-0.8,-4,103,-0.1,-6,3,99,-1,1.2
CCC(C(=O)OCC(=O)Nc1cccc(OC)c1)c1ccccc1 (configuration not stated),-3,-0.2,5,97,-0.3,9,-8,111,5,0.94
COc1ccc(C(CNC(=O)c2ccc(S(=O)(=O)N(C)C)cc2)N(C)C)cc1 (configuration not stated),-19,0.0,-5,105,0.3,15,3,106,2,0.83
N#C/C(=C\C1=C(N2CCOCC2)C(=C/c2cccc([N+](=O)[O-])c2)/CC1)C(=O)Nc1ccccc1F,-25,3.6,-11,110,0.1,9,2,97,2,0.92
COC(=O)Nc1sc(C(=O)N(C)C)c(C)c1C(=O)OC,-5,1.1,0,100,0.0,13,5,99,0,1.4
Cc1ccc(NC(=O)COC(=O)c2cccnc2)cc1,0,-1.4,-6,104,-0.3,6,7,97,0,0.95
Cc1cc(Oc2ccc(=O)n(C)n2)nc(=S)[nH]1,-20,-1.1,1,98,-0.2,-22,5,99,-12,1.2
CCc1ccccc1NC(=O)CC1SCCNC1=O (configuration not stated),-22,0.0,-12,109,-0.3,8,0,101,-1,1.3
Cc1ccc(-c2nc3nc4ccccc4nc3n2Cc2ccco2)cc1,-1,0.8,-27,124,-0.2,181*,35,75,-6,2.6
O=C(CN1CCN(S(=O)(=O)c2ccc(Br)cc2)CC1)Nc1ccc2c(c1)OCO2,-5,-0.6,-2,101,0.3,-7,1,100,0,1.3
Cc1ccccc1NC(=O)c1ccc(COc2ccc3c(C)cc(=O)oc3c2)cc1,3,0.6,8,93,-0.3,-8,12,92,3,1
COC(=O)CCSCC(=O)N1N=C(c2ccc(OC)cc2)CC1c1cccc(OC)c1OC (configuration not stated),6,-1.2,-7,105,-0.6,6,0,103,1,0.88
C#CCOCCOCCOCCNc1nc(N2CCN(C(=O)[C@H](CCC(=O)O)n3cc(C(N)[C@H](C)CC)nn3)CC2)nc(N2CCN(C(=O)[C@H](CCC(=O)O)n3cc(C(N)[C@H](C)CC)nn3)CC2)n1 (some centres not stated),-7,-1.2,-2,103,-0.3,-2,/,/,-2,1.1
CCn1c(C)nc2cc(C(=O)OC(C(F)(F)C(F)F)C(F)(F)C(F)F)ccc21,3,2.7,-90,182*,0.0,-2,-3,108,0,0.9
CC(NC(=O)CCC1COc2ccccc2O1)c1ccccc1 (configuration not stated),-1,0.1,-3,102,-0.2,-12,7,95,-3,1.1
Cc1nnc(NC(=O)c2ccc3c(c2)C(=O)N(CC2CCCO2)C3=O)s1 (configuration not stated),-6,2.7,-5,104,0.2,-3,-5,104,-1,1.1
CC(C)Sc1nnc(Cn2c(=O)sc3ccccc32)n1-c1ccccc1,-4,-0.4,-4,104,-0.2,12,10,92,-9,0.91
CC(C)CCNC(=O)COc1cccc2c1OC(C)(C)C2,-4,-1.5,1,98,0.1,2,-12,111,-9,0.91
Cc1ccc(C)c(N2CCN(C(=O)c3ccc4nc(-c5ccco5)c(-c5ccco5)nc4c3)CC2)c1,-7,3.6,2,98,-0.3,12,-3,106,-7,0.54
CCc1ccccc1N(CC(=O)NCCSCc1ccco1)S(C)(=O)=O,14,0.0,-3,102,-0.2,13,-3,103,-6,1.2
Cc1nc(C)c(C(=O)NNC(=O)c2ccc(Br)cc2)s1,10,0.2,2,98,-0.5,17,4,99,1,1.1
CC(C)NCC(=O)NC12CC3CC(CC(C3)C1)C2,13,0.4,0,100,-0.2,9,9,98,0,1.2
Cc1cccc(-c2nnc3sc(-c4ccccc4)nn23)c1,3,-0.6,-3,102,-0.4,-1,8,99,-2,1.2
Cc1ccccc1OCCCN1CCCC1,6,0.3,1,99,-0.2,4,6,97,-3,1.4
CN(CC1COc2ccccc2O1)C(=O)c1ccc(N(C)C)cc1 (configuration not stated),0,-0.5,-2,102,-0.2,8,4,98,-1,1.1
CCCN=C(Nc1ccc(Cl)cc1)c1cccnc1,11,0.1,-4,104,0.2,0,-1,102,1,1.6
COc1ccc(S(=O)(=O)Nc2ccc(F)c(Cl)c2)cc1OC,0,-0.5,16,86,-0.1,-7,20,88,-4,1.1
Fc1ccccc1COc1ccc(/C=N/n2cnnc2)cc1,3,1.7,-3,103,0.2,3,15,89,1,1.1
Cc1ccc(C(CC(=O)NCc2ccco2)c2ccc(OC(C)C)cc2)cc1 (configuration not stated),-25,-4.7,6,95,-0.2,0,-3,105,/,/
COc1nc(N)nc(N2CCOCC2)n1,7,-0.1,-4,104,-0.2,6,-2,107,1,1
C/C(Nc1ccccc1C(F)(F)F)=C1/CCOC1=O,-3,-1.9,-3,102,-0.3,4,-3,104,4,0.91
CC1=CC2CC1C1C(=O)N(c3ccc(S(=O)(=O)Nc4nc(C)cc(C)n4)cc3)C(=O)C21 (configuration not stated),-2,-0.1,-1,101,-0.2,35,7,94,-5,0.96
Cc1ccc(NC(=O)NN2CCOCC2)cc1,-2,1.1,-15,112,0.2,18,6,105,2,1.6
Cc1cccc(Oc2sc(C(=O)c3ccccc3)c(N)c2C#N)c1,-2,-7.2,18,83,-0.5,-9,24,82,1,1.6
O=C(NCCc1ccccc1)C1CCN(S(=O)(=O)c2cccc3nonc23)CC1,5,0.1,5,91,-0.3,-3,-2,102,0,1.6
Cc1cc(C(=O)CSc2nnc(-c3cccnc3)n2-c2ccccc2)c(C)n1CC1CCCO1 (configuration not stated),16,0.1,-10,109,-0.2,24,18,83,2,1.4
O=c1[nH][nH]c(C(F)(F)F)c1C=Nc1ccccc1Cl,-2,2.3,-1,101,0.0,0,1,104,-4,1.3
CCC(=O)N1CCN(c2ccccc2NC(=O)c2cccc(C)c2)CC1,1,-0.2,-1,101,0.4,9,8,95,-6,1
CCCNCc1cc(Cl)c(OCC)c(Cl)c1,0,0.9,-8,108,-0.4,3,-7,107,2,1.2
CCOc1ccc(OCC)c(NC(=O)CC2Oc3ccccc3NC2=O)c1 (configuration not stated),2,-0.5,-4,103,-0.1,-1,-3,110,-5,1.1
COCCNC(=O)c1ccccc1NS(=O)(=O)c1ccc(C)c([N+](=O)[O-])c1,-18,-0.2,3,98,-0.2,1,10,93,0,1.3
CC1CCC(NC(=O)C2(C)CCC(=O)N2Cc2cccnc2)CC1 (configuration not stated),-4,0.1,2,98,-0.2,2,2,103,-2,0.87
CCC(C)NC(=O)C1CC(c2ccc(OC)cc2)=NO1 (configuration not stated),-4,1.5,-6,105,-0.1,27,2,103,-1,1.6
Fc1ccc(-c2noc(C3CCN(Cc4cccnc4)CC3)n2)cc1,5,-0.7,-4,103,-0.4,18,19,89,1,1.4
C#CCNC(=O)c1ccc(OCc2ccccc2)cc1Cl,-1,-1.1,-10,108,0.1,10,10,93,-7,1.3
COc1ccccc1N(Cc1cc2cccc(C)c2[nH]c1=O)C(=O)C(C)C,-6,-0.1,1,99,-0.6,-3,14,95,/,/
COC(=O)c1cnn2c(C)c(Cc3cccc(F)c3)c(C)nc12,10,-1.2,2,99,0.0,15,18,85,-5,1.3
Cc1cccc(OCCCCc2c(C)n[nH]c2C)c1,2,-0.7,12,89,-0.4,18,20,88,-3,1

# Quoted at random: 2 entries already listed, in no set order.
SMILES,TLR4-MyD88 BLA,Redox H2O2 prof,STAT1 blocker,STAT1 act,Hsp70 activator,APP 5'UTR act,STAT3 inh,STAT3 activator,Efa HMGR inh,NF-kB expr up
Fc1ccc(-c2noc(C3CCN(Cc4cccnc4)CC3)n2)cc1,5,-0.7,-4,103,-0.4,18,19,89,1,1.4
COC(=O)c1cnn2c(C)c(Cc3cccc(F)c3)c(C)nc12,10,-1.2,2,99,0.0,15,18,85,-5,1.3

# Next compounds
SMILES,TLR4-MyD88 BLA,Redox H2O2 prof,STAT1 blocker,STAT1 act,Hsp70 activator,APP 5'UTR act,STAT3 inh,STAT3 activator,Efa HMGR inh,NF-kB expr up
CC1CCCC(C)N1/N=C/c1ccccc1OC(F)F (configuration not stated),-15,-0.1,-12,109,-0.3,5,12,92,-5,1.1
CC1CC(=S)Nc2ccccc2N1Cc1ccccc1 (configuration not stated),-17,-0.7,7,94,-0.1,12,7,92,-4,1
CN=C1SC(CC(=O)Nc2sc3c(c2C#N)CCCC3)C(=O)N1C (configuration not stated),14,-0.1,9,92,-0.3,-3,10,95,-2,1.2
COCCNC(=O)C(OC(=O)CC1Sc2ccccc2NC1=O)c1ccncc1 (configuration not stated),-11,0.1,2,97,-0.4,-4,4,98,-1,1.1
Cc1nc(N)sc1N=Nc1ccc(F)cc1,6,-0.2,-40,136*,0.4,60,5,102,-7,1.2
O=C(N(c1ccccc1)c1ccccc1)n1ccnc1,-5,-0.2,-3,104,-0.2,8,-1,106,-9,1.3
CC(=O)OCC(=O)[C@H]1CC[C@H]2[C@@H]3CCC4=CC(=O)CC[C@]4(C)[C@H]3CC[C@]12C,12,-0.2,-4,104,-0.2,24,3,99,-1,0.8
COc1cccc2cc(C(=O)N3CCN(C(=O)c4ccco4)CC3)c(=O)oc12,-1,0.5,-1,101,-0.4,-21,7,96,-1,1.1
COc1cc(NC(=O)c2cccc(Br)c2)nc(OC)n1,20,-1.5,-28,123,-0.5,43,9,96,0,1.9
CCN(CC)C(=O)C(=O)N/N=C/c1ccc(C(=O)OC)cc1,2,0.1,9,92,-0.3,17,-9,106,1,1.4
